Bioassay records: PubChem, Sanford-Burnham Center for Chemical Genomics
Gli-Sufu antag: Gli-Sufu pathway antagonism; actives 0.74% (n = 340,000); inhibition, % at 5 µM; Sufu-KO-LIGHT fibroblasts, Gli luciferase reporter luminescence; AID 588413;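 active = inhibition above about 55%, limit read from the data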;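 note: 0% = DMSO-treated cells and 100% = wells with medium but no cells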
ATG4B inh: blocks human ATG4B protease cleavage of LC3 substrate; ATG4B cleavage of LC3-PLA2, NBD-HPC fluorescence, 1 h; Q9Y4P1; AID 504462; actives 0.51% (n = 340,000); inhibition, % at 8.33 µM; in the data active = inhibition above about 40%
Target sequence (Q9Y4P1 whole entry, looked up): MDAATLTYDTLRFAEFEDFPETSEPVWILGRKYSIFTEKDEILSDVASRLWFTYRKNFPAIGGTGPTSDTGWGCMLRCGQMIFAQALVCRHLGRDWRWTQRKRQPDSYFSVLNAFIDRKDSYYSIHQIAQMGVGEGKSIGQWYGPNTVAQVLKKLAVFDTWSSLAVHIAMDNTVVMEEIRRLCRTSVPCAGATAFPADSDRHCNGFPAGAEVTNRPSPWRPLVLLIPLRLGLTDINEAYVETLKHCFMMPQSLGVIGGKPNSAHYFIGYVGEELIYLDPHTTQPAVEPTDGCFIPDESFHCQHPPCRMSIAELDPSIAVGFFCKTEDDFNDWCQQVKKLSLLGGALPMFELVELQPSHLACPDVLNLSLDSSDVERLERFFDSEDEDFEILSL
EBI2 antag: EBI2 (human) antagonism. P32249. EBI2 beta-arrestin recruitment, luminescence, 7a,25-OHC stimulated. inhibition, % at 5 µM. actives 0.81% (n = 360,000). AID 651636; in the data active = inhibition above about 38%;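 note: enzyme fragment complementation signal reports receptor beta-arrestin coupling in cells; 0% = agonist plus DMSO wells and 100% = wells without agonist; some results beyond the cut were filed as inactive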
Target sequence (P32249 whole entry, looked up, the tested form may be a part): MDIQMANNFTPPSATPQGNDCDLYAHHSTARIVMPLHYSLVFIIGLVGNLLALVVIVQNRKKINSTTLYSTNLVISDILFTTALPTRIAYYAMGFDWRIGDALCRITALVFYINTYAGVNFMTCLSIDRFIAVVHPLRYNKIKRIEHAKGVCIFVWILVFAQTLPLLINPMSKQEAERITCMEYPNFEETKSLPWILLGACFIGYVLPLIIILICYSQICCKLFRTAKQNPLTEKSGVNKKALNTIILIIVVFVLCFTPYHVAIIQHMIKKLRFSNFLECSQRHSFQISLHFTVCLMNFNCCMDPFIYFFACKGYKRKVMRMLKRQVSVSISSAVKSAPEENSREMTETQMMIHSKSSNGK
APJ agonist: agonists of human APJ apelin receptor. P35414. CHO-K1 APJ PathHunter beta-arrestin, luminescence; 0% DMSO wells, 100% apelin. activation, % at 20 µM. actives 0.11% (n = 330,000);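 active = activation more than six SD over the plate average, tested at 20 µM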;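 note: 0% = DMSO alone and 100% = apelin-13 at 10 nM; some results filed as inactive read as strong as hits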
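Assay system: CHO-K1 cells stably expressing ProLink-tagged human APJ and arrestin–beta-gal acceptor. Compound dosing: 20 µM single point, 1% DMSO. Times: 16-18 h seeding, 90 min dark compound exposure, 60 min detection. Detection: beta-gal luminescence. Evaluation: APJ–arrestin association signal. Controls: negative DMSO alone, positive Apelin-13 at 10 nM.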
UBC13 polyUb: human UBC13 polyubiquitination inhibition; UBC13 polyubiquitin chain formation, TR-FRET; inhibition, % at 20 µM; actives 0.47% (n = 330,000); AID 485273; in the data active = inhibition above about 45%, passing the limit was not always enough
Target sequence (P61088 whole entry, looked up): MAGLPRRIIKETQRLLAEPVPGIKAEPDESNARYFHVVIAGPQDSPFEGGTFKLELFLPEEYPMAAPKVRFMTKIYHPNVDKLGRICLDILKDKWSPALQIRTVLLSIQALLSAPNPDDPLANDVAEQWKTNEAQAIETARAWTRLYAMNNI
CCR6 antagonist: CCR6 (human) receptor antagonism; P51684; CHO-K1 CCR6 PathHunter beta-arrestin, luminescence, CCL20-stimulated; inhibition, % at 20 µM; actives 0.49% (n = 340,000); AID 493098;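 active = compounds whose inhibition of the agonist-driven luminescence signal at 20 µM reaches about 50%, limit read from the data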;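 note: cells stimulated with CCL20 at 14 nM final; plate controls were DMSO with CCL20 for no effect and DMSO without agonist for full effect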
APJ antag: antagonists of human APJ apelin receptor. P35414. CHO-K1 APJ beta-arrestin complementation, luminescence. inhibition, % at 20 µM. actives 0.32% (n = 330,000);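 active = inhibition above about 40% at 20 µM, limit read from the data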;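 note: cells challenged with 10 nM apelin-13 agonist together with compound; plate controls were apelin-13 plus DMSO wells for no effect and DMSO wells lacking apelin-13 for full effect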
CXCR6 inh: blocks human CXCR6 beta-arrestin recruitment. AID 602244. inhibition, % at 20 µM. CHO-K1 PathHunter CXCR6 beta-arrestin, luminescence. actives 0.36% (n = 360,000). O00574; in the data active = inhibition above about 34%, passing the limit was not always enough;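 note: antagonist mode with CXCL16 agonist at 10 nM final; 0% = 10 nM CXCL16 with DMSO and 100% = unstimulated wells without agonist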
* = called active by the depositor; nt = not tested or not shown.

SMILES | Gli-Sufu antag | ATG4B inh | EBI2 antag | APJ agonist | UBC13 polyUb | CCR6 antagonist | APJ antag | CXCR6 inh
CN(C(=O)C1CCCO1)c1nnc(-c2ccccn2)s1 (centres undefined) | -18 | -6 | -3 | 2 | 2 | -3 | 5 | -10
CC(C)C(=O)Nc1cccc(NC(=O)c2cccc(F)c2)c1 | -6 | 5 | -14 | -2 | -4 | -15 | -5 | -4
CCCCCC(=O)Nc1ccc(Cc2ccncc2)cc1 | -1 | -9 | -9 | -2 | -5 | 8 | -17 | 9
c1ccc2c(NCC3CCCO3)nc(N3CCOCC3)nc2c1 (centres undefined) | 9 | -5 | -12 | -3 | 11 | 9 | -4 | 6
Cc1cccc(NS(=O)(=O)c2ccc(-c3cnc(C4CC4)o3)cc2)c1 | 50 | -23 | 18 | 1 | 9 | 5 | 18 | -5
CCOC(=O)/C=C/C(=O)Nc1ccc(S(=O)(=O)N2CCCCCC2)cc1 | -19 | -4 | 7 | 0 | -6 | -1 | 4 | -3
CC[C@H]1C/C=C\Cc2ccccc2[C@@H](C(=O)C[C@@H](O)CC(C)=O)OC1=O | -2 | nt | -10 | -3 | -7 | -5 | -1 | -3
COc1ccc(CCNC(=O)C(=O)NCC2OCCN2S(=O)(=O)c2ccc(OC)c(OC)c2)cc1 (centres undefined) | -8 | -4 | -5 | -2 | -1 | 10 | -20 | -2
COC(=O)c1ccc(CSc2nnc(NC(=O)C3CC(=O)N(c4ccc5c(c4)OCCO5)C3)s2)cc1 (centres undefined) | -3 | -6 | 2 | -4 | -11 | 20 | 12 | -7
COc1ccc(-c2nnn(CC(=O)N(CC(=O)NC3CCCC3)c3ccccc3)n2)cc1OC | -1 | -7 | -1 | -1 | 0 | 11 | 0 | -5
COc1cccc(/C=C/C(=O)Nc2ccc3[nH]c(=O)[nH]c3c2)c1 | -5 | -16 | -2 | -2 | 3 | 8 | 9 | -10
COc1ccc(N(CCOc2ccccc2)S(=O)(=O)c2ccccc2)cc1 | 0 | 7 | 11 | -10 | -7 | 21 | 9 | -1
OC(COCc1cccs1)CN1CCN(c2ccccc2Cl)CC1 (centres undefined) | -1 | -3 | -4 | 0 | -13 | 7 | 8 | -3
Cc1nc([N+](=O)[O-])cn1C(C)C | -7 | 0 | -4 | -3 | 5 | -3 | 16 | -6
COC(=O)Cn1c(C)nc2c(sc3nc(C)cc(C)c32)c1=O | -74 | -10 | 9 | 2 | -5 | 12 | 9 | 7
COC(=O)C1Cc2ccccc2CN1C(=O)CCl (centres undefined) | -3 | 4 | 6 | -2 | -8 | 10 | 4 | 4
O=c1oc2ccccc2cc1-c1nc2ccccc2o1 | -15 | -4 | -9 | 0 | 33 | 14 | 1 | 0
COC(=O)C1(C(=O)OC)Sc2ccccc2C1=O | 4 | -3 | 2 | -6 | -2 | 2 | 20 | -5
O=C1/C(=C\c2ccco2)CCC/C1=C\c1ccco1 | -8 | 24 | 4 | -2 | 16 | -1 | -10 | 4
C/C=C(/C)C(=O)Nc1cccc(C2=NOC3(C2)C[C@H](C(N)=O)N(C(=O)c2ccc(Cl)cc2)C3)c1 (some centres undefined) | -8 | -16 | -1 | 2 | 5 | -3 | 11 | -14
O=C1CN(c2nc(-c3cccnc3)nc3scc(-c4ccccc4)c23)CCN1 | 32 | -3 | 0 | -5 | 2 | 3 | 12 | -1
CSc1nc(SCC(=O)O)c2c3c(sc2n1)COC(C)(C)C3 | 10 | 4 | -4 | -3 | 28 | 1 | 9 | -3
O=C(c1cccs1)N1CCN(C(=O)c2cn(-c3ccccc3)nc2-c2ccccc2)CC1 | -21 | 4 | 8 | 2 | -9 | -8 | 2 | 1
O=C(COC(=O)/C=C/c1ccccc1)Nc1ccccc1Br | 4 | 9 | 3 | -2 | 2 | 5 | 14 | -1
COC(=O)c1cn(NC(=O)Cc2c(F)cccc2Cl)c(=O)c2ccccc12 | 7 | 14 | 9 | -2 | 0 | 10 | 8 | 0
Cc1cc(C)n(C(=O)Cn2nc(C(F)F)cc2C)n1 | -1 | -2 | -2 | -4 | -3 | 7 | -10 | 0
O=C(CN1CCN(C(=O)C2COc3ccccc3O2)CC1)Nc1ccc(F)cc1 (centres undefined) | -1 | -11 | 0 | 0 | -1 | 2 | -1 | 2
CC(C)c1ccc(NC(=O)C2CCN(c3ncnc4c3nc3n4CCCCC3)CC2)cc1 | 42 | 1 | 12 | 0 | -2 | 25 | -7 | 4
S=c1[nH]nc(COc2ccccc2)n1/N=C/C=C/c1ccco1 | -2 | 9 | -3 | 1 | -16 | 16 | -15 | -10
O=C(NNC(=O)c1ccc(Cl)s1)c1csc(N2CCOCC2)n1 | -1 | -6 | -4 | -2 | -1 | 6 | 8 | 2
COC(=O)c1ccccc1NC(=O)Nc1cccnc1 | 6 | 6 | 5 | -4 | 7 | -2 | 14 | 4
O=c1c(C(c2ccccc2)c2c(O)nc3n(c2=O)CCCS3)c(O)nc2n1CCCS2 | 1 | 4 | 3 | 5 | -7 | 0 | 2 | -2
Cc1ccc2c(CN3CCN(S(=O)(=O)c4ccccc4C(F)(F)F)CC3)cc(=O)oc2c1C | 39 | -32 | 12 | -1 | -8 | 16 | 2 | -1
O=C(COC(=O)c1ccccc1Cl)Nc1ccc2[nH]c(=O)[nH]c2c1 | -7 | -4 | -17 | 1 | -2 | -2 | -1 | -9
CC(=O)c1ccc(NS(=O)(=O)c2ccc(C(C)(C)C)cc2)cc1 | 18 | -1 | 1 | -3 | 0 | 9 | 6 | -7
CNC(=O)/C(C#N)=C/c1cn(CC(=O)NCc2ccco2)c2ccccc12 | -6 | -10 | -4 | -1 | -11 | 3 | 0 | 5
O=S(=O)(NC1c2cccc3cccc(c23)C1Sc1ncccn1)c1ccccc1 (centres undefined) | 12 | -15 | -3 | -2 | -3 | 2 | 6 | 0
Cc1ccc(SCCNS(C)(=O)=O)cc1 | -1 | -19 | 3 | 7 | 1 | 2 | 11 | -2
CCOC(=O)CSc1n[nH]c(NC(C)=O)n1 | -4 | 1 | -3 | 2 | 11 | 3 | 14 | 4
COc1ccc(COCC(O)CN(Cc2ccco2)Cc2ccccc2O)cc1 (centres undefined) | -1 | 8 | 6 | -2 | 7 | 19 | 8 | -2
Cc1cccc(C)c1NC(=O)CN(C)C(=O)c1cc([N+](=O)[O-])ccc1N1CCOCC1 | 6 | -1 | -5 | -1 | -6 | -9 | 8 | 2
CCOC(=O)N1CCC(Nc2c(NCCN3CCN(c4cccc(Cl)c4)CC3)c(=O)c2=O)CC1 | 3 | -8 | -8 | -2 | 8 | 7 | 12 | 3
O=C(Nc1ccc(N=Nc2ccccc2)cc1)c1ccc(Cl)cc1Cl | -7 | -5 | -1 | -3 | -4 | 19 | 20 | -1
Cc1nc(NCCO)c(C#N)c2c1COC(C)(C)C2 | 6 | -5 | -12 | -5 | -9 | -2 | -24 | 0
Cn1c2c(c(=O)n(C)c1=O)C(CC(=O)Nc1ccc(F)cc1)C(=O)N2 (centres undefined) | -11 | -1 | 7 | -5 | 6 | 20 | -18 | -1
COc1ccccc1NC(=O)N[C@@H](Cc1c[nH]c2ccccc12)C(=O)NN | -9 | 1 | -7 | -2 | -2 | 1 | -27 | 0
Clc1ccc(CSCCc2ccncc2)cc1 | 0 | -10 | 9 | -4 | 16 | 4 | 6 | -3
COc1cccc(C=NNC(=O)C(C)SC(C)C(=O)NN=Cc2cccc(OC)c2)c1 (centres undefined) | 52 | 2 | 7 | nt | nt | 13 | nt | 4
CN1/C(=C/c2cc[n+](C)c3ccccc23)C=Cc2ccccc21 | 89* | 0 | 8 | nt | nt | 43 | nt | 38
Fc1ccc(-c2nnc3ccc(N4CCCC4)nn23)cc1 | -5 | -9 | 2 | -4 | 8 | 5 | 7 | 6

Some of the entries so far, field by field.
Structure: COc1cccc(C=NNC(=O)C(C)SC(C)C(=O)NN=Cc2cccc(OC)c2)c1 (centres undefined)
  Gli-Sufu antag: 52
  ATG4B inh: 2
  EBI2 antag: 7
  APJ agonist: nt
  UBC13 polyUb: nt
  CCR6 antagonist: 13
  APJ antag: nt
  CXCR6 inh: 4

Structure: CN1/C(=C/c2cc[n+](C)c3ccccc23)C=Cc2ccccc21
  Gli-Sufu antag: 89*
  ATG4B inh: 0
  EBI2 antag: 8
  APJ agonist: nt
  UBC13 polyUb: nt
  CCR6 antagonist: 43
  APJ antag: nt
  CXCR6 inh: 38

The listing picks up, repeating the two entries before the break.
SMILES | Gli-Sufu antag | ATG4B inh | EBI2 antag | APJ agonist | UBC13 polyUb | CCR6 antagonist | APJ antag | CXCR6 inh
CN1/C(=C/c2cc[n+](C)c3ccccc23)C=Cc2ccccc21 | 89* | 0 | 8 | nt | nt | 43 | nt | 38
Fc1ccc(-c2nnc3ccc(N4CCCC4)nn23)cc1 | -5 | -9 | 2 | -4 | 8 | 5 | 7 | 6
COc1ccc2oc(=N)c(C(=O)Nc3ccc(Br)cc3)cc2c1 | -35 | 3 | 15 | -6 | 1 | 12 | 16 | -2
CC1CCc2sc3nc(NCc4ccco4)n4ncnc4c3c2C1 (centres undefined) | -12 | 9 | 19 | -1 | -10 | 17 | -18 | -7
COc1ccc(C)cc1-n1c(N)c(C#N)c(C#N)c1-c1ccc(OC)c(OC)c1OC | 7 | 17 | 6 | -4 | 10 | 22 | 5 | 11
Cc1c(CCC(=O)NC2CC2)c(=O)oc2cc(O)ccc12 | -8 | -21 | -1 | -4 | 24 | -8 | -56 | -3
N/C(Cc1nc2ccccc2s1)=N\O | 46 | 4 | 6 | 1 | 3 | -2 | 12 | -2
CN(Cc1ccc(C(F)(F)F)cc1)C(=O)C1CC(=O)N(Cc2ccco2)C1 (centres undefined) | -1 | 4 | -9 | -3 | 5 | 20 | 13 | 11
Cc1ccc(CNC(=O)CCOc2ccc(C(C)(C)C)cc2)cc1 | -8 | 5 | -4 | -2 | -1 | 8 | 9 | 18
COc1ccc(C(C)C)cc1S(=O)(=O)Nc1ccncc1 | -8 | 5 | -4 | 0 | 1 | 5 | 10 | -6
CC(C)(C)c1ccc(C(CC(=O)O)NC(=O)C23CC4CC(CC(C4)C2)C3)cc1 (centres undefined) | -2 | -9 | 10 | -4 | -7 | -16 | -8 | 7
CCCn1c(=O)c(/C(N)=N/O)nn(-c2cccc(C(F)(F)F)c2)c1=O | 6 | -6 | -12 | 0 | 1 | 6 | -2 | 2
CC1(C)Cc2c(c(=S)nc(-c3ccccc3)n2CCN2CCOCC2)CO1 | 9 | -4 | 0 | -3 | -2 | 2 | 2 | -3
CCn1nnnc1SCC(=O)Nc1cc(C)on1 | -4 | -4 | -2 | 3 | 2 | -5 | 8 | -4
Cn1nnnc1Sc1ncnc2scc(Br)c12 | 4 | -11 | -59 | 3 | 10 | -3 | -5 | 4
Cc1sc(NC(=O)c2ccc(OCC(C)C)cc2)c(C(N)=O)c1-c1ccc(Cl)cc1Cl | 4 | 1 | -4 | -1 | 32 | 4 | -9 | -4
O=C(/C=C/c1ccco1)N(Cc1cccc(Br)c1)C1CCS(=O)(=O)C1 (centres undefined) | 6 | -6 | 3 | -4 | -13 | 14 | 8 | -1
CCOC(=O)C1CCN(CC(O)COCc2cccs2)CC1 (centres undefined) | 5 | 3 | -7 | -4 | 1 | 1 | 9 | -8
O=C(CCS(=O)(=O)c1ccc(Cl)cc1)N1CCN(c2ccc(F)cc2)CC1 | -8 | -15 | -4 | -4 | 9 | 22 | 2 | 4
O=C(Nc1cccc2cccnc12)c1ccc2c(c1)OCCO2 | -34 | -9 | 18 | -1 | -8 | 7 | 4 | 5
COc1cccc(C2/C(=C(\O)c3ccc4c(c3)OCCO4)C(=O)C(=O)N2CCCn2ccnc2)c1 (centres undefined) | -14 | 1 | -2 | -2 | -15 | -3 | 12 | 4
CCCCSc1nnc2c(n1)[nH]c1ccccc12 | -82 | -1 | -4 | 0 | -29 | -1 | 3 | -6
CCOc1ccc(CN2CCCC(N3CCN(c4ccc(OC)cc4)CC3)C2)cc1 (centres undefined) | 26 | 2 | -12 | 0 | 5 | 1 | 10 | 1
